NFkB transloc pot: enhancers of NFkB p65 translocation in HUVEC – imaging, IL-1B stimulus, high-content imaging, primary screen; activation, % at 2 µM; actives 0.3% (n = 94,000); HUVEC IL-1B NFkB p65 nuclear translocation imaging;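 active means activation above 40%, about the mean plus 3 SD, also judged a hit on visual image review; inconclusive means activation above 40% but not a hit on visual review; inactive means activation not above 40% and no visual hit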;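 further: percent activation is computed from the nuclear over cytoplasmic p65 intensity ratio; values of inactives mirror those of a sister screen read the other way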
Bcl-B TR3 displacers: displacers of TR3 peptide from Bcl-B, primary screen, selectivity assay for Bfl-1 inhibitor project, biochemical, fluorescence polarization; actives 0.11% (n = 96,000); one-dose displacement, % at 20 µM; IC50 in µM for titrated hits; FP displacement of FITC-TR3 peptide from Bcl-B; higher % means a stronger effect; AID 748, 2007;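 active means displacement above 50% at 20 µM plus a fluorescence interference ratio under 1.5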;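 further: plate controls were wells without compound for no effect and wells lacking Bcl-B protein for full effect; a part of the inactive calls stands beside numbers as strong as those of hits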
MRP resist rev: reversal of MRP1-mediated doxorubicin resistance, primary screen, H69AR cells, doxorubicin co-treatment. H69AR cells + 2 uM doxorubicin, CellTiter-Glo, 72 h. differential viability (reversal), % at 10 µM. actives 0.04% (n = 85,000). AID 602, 2007;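 active means viability drop by adding the cancer drug above about 55%, with treated viability meeting a 40% cutoff, limit read from the data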;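 further: viability without doxorubicin minus viability with 2 µM doxorubicin for each compound; larger differential means the compound sensitizes cells more to doxorubicin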
PLAP inhibition: PLAP enzyme inhibitors, biochemical, luminescence, HTS (AID 690) | purified PLAP, luminescent substrate; higher % means a stronger effect | one-dose inhibition, % at 20 µM; IC50 in µM for titrated hits | actives 0.08% (n = 96,000); in the data active means a potency from the dose series; inactive means the rest, 99 in 100 with inhibition below about 30%; further: strong numbers were not always called active
IL1B NFkB inh: inhibitors of IL-1B driven NFkB p65 nuclear import, primary screen, imaging, HUVEC, IL-1B stimulus, high-content imaging. HUVEC IL-1B NFkB p65 nuclear translocation imaging. inhibition, % at 2 µM. actives 0.43% (n = 94,000);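 active means inhibition above about 30% together with a positive call from visual inspection of the well image, limit read from the data; inconclusive means inhibition above a set limit but visual check negative; inactive means inhibition not above a set limit, visual check negative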;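 further: nuclear over cytoplasmic p65 intensity ratio measured by imaging; 0% = IL-1B stimulated DMSO wells and 100% = unstimulated DMSO wells; values of inactives mirror those of a sister screen read the other way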
MRP resist rev cytotoxicity: recorded beside MRP resist rev, whose call it bears; viability, %; H69AR cells, CellTiter-Glo, 72 h; measured here: cytotoxicity without doxorubicin
MRP resist rev with doxorubicin: recorded beside MRP resist rev, whose call it bears; viability, %; measured here: viability with 2 uM doxorubicin; stronger effect = lower value
IL1B NFkB inh cell count 2 µM: also measured in IL1B NFkB inh; calls as there; cell count; measured here: cells passing quality filter;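 raw number of nuclei counted in each imaged well without normalization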
NFkB transloc pot cell count 2 µM: second read-out of NFkB transloc pot, no call of its own (marks repeat the call); cell count; measured here: cells passing quality filter
Starred values were filed as active, the others as inactive; ? = inconclusive; · = no result given.

SMILES	NFkB transloc pot	NFkB transloc pot cell count 2 µM	Bcl-B TR3 displacers	MRP resist rev	MRP resist rev cytotoxicity	MRP resist rev with doxorubicin	PLAP inhibition	IL1B NFkB inh	IL1B NFkB inh cell count 2 µM
CCOC(=O)c1[nH]c(C)c(C(=O)c2cc(F)ccc2F)c1C	-12	137	0%	-25	30	55	0%	12	137
O=C(O)c1ccccc1S(=O)(=O)c1ccccc1CO	-4	104	-2%	0	91	90	-11%	4	104
O=C(NCCN1CCCCC1)c1cc(OCC(F)(F)F)ccc1OCC(F)(F)F	·	·	0%	10	89	79	-8%	·	·
O=C(c1cccs1)N(C(=O)c1cccs1)c1ccccn1	·	·	-3%	14	95	81	5%	·	·
CC12CC3(C)CC(C)(C1)CC(NC(=O)N1CCCC1)(C2)C3	14	192	-8%	21	86	64	10%	-14	192
CCS(=O)(=O)n1nc(-c2ccccc2)cc1N	13	187	3%	4	95	92	15%	-13	187
Cc1c(NC(=O)OCCSc2nc(N(C)C)nc(N(C)C)n2)sc(=S)n1C	24	97	-7%	6	69	64	-4%	-24	97
COC(=O)C1CCN(C(=O)CSc2nnc(-c3ccncc3)o2)CC1	-3	132	-2%	·	·	·	0%	3	132
OC(COc1ccc(Cl)c2ccccc12)CN1CCN(c2ccccn2)CC1 (centres undefined)	·	·	-4%	7	101	94	-64%	·	·
CCOC(=O)CC(=O)CSc1nc(-c2cccnc2)cc(C)c1C#N	·	·	6%	-3	89	92	9%	·	·
COc1ccc(C2CC(c3ccccc3C)n3nc(N)nc3N2)cc1 (centres undefined)	·	·	-3%	6	97	92	1%	·	·
Cc1cnn(-c2cc(N/N=C/c3ccccc3)ncn2)c1	9	158	13%	·	·	·	-1%	-9	158
O=C(O)CCc1ccc(-c2cccs2)n1-c1ccc(C(=O)O)cc1	·	·	22%	9	101	92	-16%	·	·
CN(CC(=O)Nc1cccc2ccccc12)c1ccc(S(=O)(=O)N2CCOCC2)cn1	1	170	-3%	3	97	94	11%	-1	170
COc1ccc(-n2ccnc2SCC(=O)Nc2ccc(OC)cc2OC)cc1	-13	122	-1%	2	81	79	-17%	13	122
CN1C(=S)SC(C)(C)C1NO (centres undefined)	-5	93	2%	-1	83	84	-14%	6	93
COc1ccnc(N2CCN(c3cccc(C(F)(F)F)c3)CC2)c1C#N	-9	142	22%	·	·	·	-6%	9	142
Cc1cccc(NC(=S)NN2CCN(C)CC2)c1	-8	145	-4%	-10	87	97	12%	8	145
Cc1ccc(C2N(c3nccs3)C(=O)C3CCCN32)cc1 (centres undefined)	?	·	-1%	-12	83	95	-52%	-55	99
Cc1ccc2c(c1)-c1cc(C)nn1C(c1ccc3c(c1)OCO3)N2 (centres undefined)	-12	157	2%	-1	93	94	-32%	12	157
Cc1ccc2[nH]c(=O)c(COC(=O)c3ccccn3)cc2c1	0	174	2%	11	101	90	7%	0	174
Cc1cnc(NC(=O)c2ccc(-c3nc4ccccc4s3)o2)s1	16	118	-8%	-33	28	62	-75%	-16	118
CCOC(=O)c1c(NC(=O)c2cccs2)sc(C)c1C	1	156	-5%	11	78	67	-14%	-1	156
CN1CCc2cc3c(c4c2C1CC41CCC(=NO)CC1)OCO3 (centres undefined)	-2	115	14%	17	102	85	-25%	2	115
COc1cc(CNC2CCCC2)cc(OC)c1OC	-2	74	-6%	8	90	82	-14%	2	74

Given as comma-separated lines: entries from further up.
molecule,NFkB transloc pot,NFkB transloc pot cell count 2 µM,Bcl-B TR3 displacers,MRP resist rev,MRP resist rev cytotoxicity,MRP resist rev with doxorubicin,PLAP inhibition,IL1B NFkB inh,IL1B NFkB inh cell count 2 µM
O=C(O)CCc1ccc(-c2cccs2)n1-c1ccc(C(=O)O)cc1,·,·,22%,9,101,92,-16%,·,·
CN(CC(=O)Nc1cccc2ccccc12)c1ccc(S(=O)(=O)N2CCOCC2)cn1,1,170,-3%,3,97,94,11%,-1,170
COc1ccc(-n2ccnc2SCC(=O)Nc2ccc(OC)cc2OC)cc1,-13,122,-1%,2,81,79,-17%,13,122
CN1C(=S)SC(C)(C)C1NO (centres undefined),-5,93,2%,-1,83,84,-14%,6,93
COc1ccnc(N2CCN(c3cccc(C(F)(F)F)c3)CC2)c1C#N,-9,142,22%,·,·,·,-6%,9,142
Cc1cccc(NC(=S)NN2CCN(C)CC2)c1,-8,145,-4%,-10,87,97,12%,8,145
Cc1ccc(C2N(c3nccs3)C(=O)C3CCCN32)cc1 (centres undefined),?,·,-1%,-12,83,95,-52%,-55,99
Cc1ccc2c(c1)-c1cc(C)nn1C(c1ccc3c(c1)OCO3)N2 (centres undefined),-12,157,2%,-1,93,94,-32%,12,157
Cc1ccc2[nH]c(=O)c(COC(=O)c3ccccn3)cc2c1,0,174,2%,11,101,90,7%,0,174
Cc1cnc(NC(=O)c2ccc(-c3nc4ccccc4s3)o2)s1,16,118,-8%,-33,28,62,-75%,-16,118
CCOC(=O)c1c(NC(=O)c2cccs2)sc(C)c1C,1,156,-5%,11,78,67,-14%,-1,156
CN1CCc2cc3c(c4c2C1CC41CCC(=NO)CC1)OCO3 (centres undefined),-2,115,14%,17,102,85,-25%,2,115
COc1cc(CNC2CCCC2)cc(OC)c1OC,-2,74,-6%,8,90,82,-14%,2,74

Later entries
SMILES	NFkB transloc pot	NFkB transloc pot cell count 2 µM	Bcl-B TR3 displacers	MRP resist rev	MRP resist rev cytotoxicity	MRP resist rev with doxorubicin	PLAP inhibition	IL1B NFkB inh	IL1B NFkB inh cell count 2 µM
O=C1c2ccccc2C(Nc2ccc(S(=O)(=O)N3CCOCC3)cc2)N1c1ccccn1 (centres undefined)	3	63	49%	-4	75	80	-48%	-3	63
CCCN(CCC)S(=O)(=O)c1ccc(NS(C)(=O)=O)cc1	-6	163	-4%	7	94	87	-7%	6	163
Cc1c(Cl)cccc1NC(=S)N1CCN(Cc2ccccc2)CC1	-14	155	-2%	·	·	·	-14%	14	155
C=CCn1c(=O)c2ccccc2n2c(SCc3nnc(-c4ccccc4Br)o3)nnc12	·	·	-4%	40	65	25	-85%	·	·
CCOc1ccc2c(c1)nc(SCC(=O)c1cccs1)n2C	5	166	-7%	·	·	·	25%	-5	166
Cc1oc(-c2ccccc2F)nc1CN1CCC(C(=O)NCc2cccs2)CC1	-3	131	-5%	2	86	83	-31%	3	131
O=S1(=O)CC(O)C(N2CCC(c3ccccc3)CC2)C1 (centres undefined)	-6	92	1%	5	106	101	1%	6	92
CCOc1ccccc1N/C=C(\C#N)c1nc2ccccc2n1C	-7	152	3%	24	86	62	-30%	7	152
CCN(CC)S(=O)(=O)c1ccc2c(c1)nc(SCc1nc3ccsc3c(=O)[nH]1)n2CC	-1	158	9%	8	79	71	-92%	1	158
COC(=O)COc1ccc2occ(C(C)=O)c2c1	22	93	-6%	6	90	85	-28%	-22	93
CN1/C(=C\C(=O)CN2C(=O)NC3(CCCCCC3)C2=O)C(C)(C)c2ccccc21	13	117	-114%	-25	55	80	-3%	-13	117
Cc1cc(-c2c(C)[nH]n(-c3ccc(Cl)cc3)c2=O)n[nH]1	0	149	-5%	·	·	·	-98%	0	149
CCOC(=O)c1c(NC(=O)CSc2nnc(-c3cccnc3)o2)sc(C)c1C	-10	140	·	1	93	93	·	10	140
O=c1[nH]c(=O)n(Cc2ccco2)c2c1C(C(F)(F)F)(C(F)(F)F)N=C(c1ccco1)N2	8	102	-5%	3	71	69	-4%	-8	102
CN(C)/C=C(\C#N)C(=O)c1cccc(Oc2ccc(Br)cc2)c1	·	·	-8%	14	99	85	-18%	·	·
O=C(NCCN1CCOCC1)C1CCC(CNS(=O)(=O)c2ccc(Cl)cc2)CC1 (centres undefined)	·	·	-2%	14	92	79	-52%	·	·
CSc1nsc(/C=C/Nc2ccc(Cl)cc2)c1C#N	-14	144	-92%	·	·	·	-4%	14	144
CCOC(=O)c1ccccc1Oc1c(F)c(F)nc(NCCO)c1F	8	79	4%	2	89	86	-3%	-8	79
COc1ccc(Cl)cc1S(=O)(=O)NCc1cccs1	13	144	-13%	-15	91	106	-14%	-13	144
CCc1ccccc1NC(=S)N(CCN(C)C)C(C)c1ccccn1 (centres undefined)	18	77	-3%	33	107	75	0%	-18	77
CCN(CCCNC(=O)CCc1nc(-c2ccc(C)cc2)no1)c1cccc(C)c1	19	161	3%	5	86	81	-16%	-19	161
CCOc1nc(N2CCCCC2)nc(-n2cc(-c3ccccc3)nn2)n1	2	62	-8%	5	87	82	0%	-2	62
O=C(C1CCCCC1)N1CCN(c2ccccc2F)CC1	-9	164	-8%	20	108	88	-3%	9	164
COc1ccc(NC(=O)C2C(=O)N(C)C3(C)CC2c2ccccc2O3)cc1 (centres undefined)	14	150	11%	2	92	89	-6%	-14	150
CCOC(=O)Nc1cc(C)ccc1OC	18	109	-7%	11	99	88	-21%	-18	109
SMILES	NFkB transloc pot	NFkB transloc pot cell count 2 µM	Bcl-B TR3 displacers	MRP resist rev	MRP resist rev cytotoxicity	MRP resist rev with doxorubicin	PLAP inhibition	IL1B NFkB inh	IL1B NFkB inh cell count 2 µM
O=C(CNC(=O)c1ccco1)NCC(=O)OCc1ccc(Cl)cc1	20	68	4%	-3	97	100	5%	-20	68
O=C(Nc1ccc(OC(F)(F)F)cc1)c1cnc2n(c1=O)CCS2	·	·	-2%	-2	102	104	20%	·	·
COc1cc(C(N)=O)cc(Br)c1OC	10	114	-9%	-19	89	109	11%	-10	114
Cn1cnnc1SCC(=O)Nc1ccc2nc(SCc3ccccc3Cl)sc2c1	11	140	·	5	108	103	·	-11	140
COc1ccc(Cl)cc1C(=O)Nc1ccccc1N1CCN(C)CC1	11	129	5%	-7	58	65	-48%	-11	129
COc1ccc(N2C(=O)C3CCCN3C2c2ccc(F)cc2)cc1Cl (centres undefined)	-7	139	·	11	96	85	·	7	139
CCSc1nc2ccccc2n1C(=O)c1ccc(S(=O)(=O)N2CCCCC2)cc1	8	165	-10%	·	·	·	5%	-8	165
CCOC(=O)c1c(C)n(C)c2ccc(OC(=O)c3ccoc3)cc12	2	104	8%	7	98	91	-28%	-2	104
CC1Cc2ccccc2C(=O)N1 (centres undefined)	1	95	0%	·	·	·	7%	-1	95
CNC(=S)N1N=C(c2ccc(OC)cc2)CC1c1ccc(N(C)C)cc1 (centres undefined)	-5	101	-8%	·	·	·	-14%	5	101
O=C(NCc1ccccc1Cl)C1CCN(C(=O)c2sccc2-n2cccc2)CC1	·	·	-5%	-11	74	86	-35%	·	·
N#Cc1cc(C(=O)c2cc(Br)ccc2O)cn(C2CC2)c1=O	23	130	-11%	-12	84	96	-26%	-23	130
CC1(C)CC2(CC(C)(C)N1)OC(=O)N1CCc3ccccc3C12C (centres undefined)	·	·	2%	2	90	88	-5%	·	·
O=C(c1cc2ccccc2oc1=O)N(Cc1ccco1)C1CCS(=O)(=O)C1 (centres undefined)	3	194	-9%	-1	85	86	-41%	-2	194
Cc1cccc(C)c1NC(=O)C1(NC(=O)C2CCCN2C(=O)OC(C)(C)C)CCCCC1 (centres undefined)	3	86	4%	10	103	93	-24%	-4	86
CCOC(=O)C(C)On1c(-c2ccc(Cl)cc2)nc2ccc([N+](=O)[O-])cc21 (centres undefined)	27	174	-4%	5	99	94	18%	-28	174

Screening data from PubChem.

Not all compounds are listed; rates above refer to the full screens.
